Caspase-1 inhib: blocks human caspase-1 allosterically or competitively | Caspase-1 enzyme, Ac-WEHD-AFC fluorogenic rate | Potency, µM (titrated, usually from 57.5 µM), without a hit: at the highest dose activity change, negative = inhibition, actives largely listed as inhibitors | 75,000 compounds, 0.03% hits | AID 900;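 note: potency is the fitted concentration of half-maximal effect; plate controls were vehicle for no effect and no substrate for full effect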
Casp7 inh: blocks human caspase-7 allosterically or competitively. P55210. recombinant caspase-7, Ac-DEVD-AFC fluorescence rate. Potency, µM (titrated, usually from 57.5 µM), without a hit: at the top dose activity change, negative = inhibition, usual class: inhibitors. 75,000 compounds, 0.02% hits; active = well fitted inhibition curve with a large enough effect in the main read-out, with a control signal flat, not every such curve was filed as active; inconclusive = small, poorly fitted or top-dose-only effect, or a change in a side signal; note: potency is the fitted concentration of half-maximal effect; % of control where 0% means no effect
Target sequence (P55210 24-198 limits assumed): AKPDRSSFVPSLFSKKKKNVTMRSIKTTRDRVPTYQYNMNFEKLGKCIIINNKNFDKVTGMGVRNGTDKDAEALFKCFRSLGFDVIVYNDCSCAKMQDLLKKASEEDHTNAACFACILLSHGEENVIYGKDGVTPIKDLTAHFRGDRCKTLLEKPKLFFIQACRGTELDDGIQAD
Target sequence (P55210 207-303 limits assumed): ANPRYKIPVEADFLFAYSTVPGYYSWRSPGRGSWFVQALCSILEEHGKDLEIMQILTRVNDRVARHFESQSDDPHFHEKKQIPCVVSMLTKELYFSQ
Rhodamine autofl: compound fluoresces in the rhodamine spectral region. max dye-equivalent concentration, M. Rhodamine-region fluorescence, 547/598 nm, Tris buffer; hits give high values. AID 594. 59,000 compounds, 0.05% hits; in the data active = max dye-equivalent concentration above about 11 nM; inconclusive = between about 1.1 nM and that limit
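Compound fluorescence in 100 mM Tris, pH 8.0, read after 15 min at room temperature with 547 nm excitation and 598 nm emission. Output is dye-equivalent concentration from an on-plate rhodamine standard series.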
BRCT inh green: blocks human BRCA1 BRCT binding to phosphopeptide, green readout; BRCA1 BRCT-phosphopeptide binding, green fluorescence polarization; Potency, µM (highest dose often 76.9 µM), for the others: at the highest dose activity change, negative = inhibition, most hits filed as inhibitors; AID 875; 75,000 compounds, 0.05% hits;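 note: potency is the fitted concentration of half-maximal effect; plate controls were peptide without protein for full effect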
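Fluorescence polarization: His-tagged BRCT (~35 kDa BRCA1 C-terminus, 250 nM) bound to 100 nM fluorescein-labeled phosphorylated 10-aa BACH1 peptide, pH 7.3 phosphate buffer with DTT and Tween 20. Compounds incubated 12 min at room temperature; inhibition read as lowered polarization.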
Tau filament bind: binds recombinant human tau filaments; recombinant tau filaments, thioflavin S fluorescence, 15 h; filaments grown with octadecylsulfate alongside compound; P10636; Potency, µM (top dose mostly 57.1 µM), without a hit: at the top dose activity change, negative = inhibition; AID 596; 71,000 compounds, 2% hits;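 note: potency is the fitted concentration of half-maximal effect; % is set by controls: 0 for no effect and ±100 for the full control effect; actives lower thioflavin S fluorescence by blocking filaments or displacing dye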
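Read-out: ThS fluorescence, 450 nm excitation/510 nm emission; lower signal marks blocked filament formation or displaced dye. Tau at 1 uM with 30 uM ODS, 10 uM ThS, 5 mM DTT, 100 mM NaCl, 10 mM HEPES pH 7.4; 15 h, 37 C.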
ALOX15 inhib: 15-hLO (ALOX15) enzyme inhibition. P16050. AID 887. 74,000 compounds, 1.4% hits. purified 15hLO-1, xylenol orange hydroperoxide absorbance. Potency, µM (top dose mostly 57.1 µM), for the others: at the highest dose activity change, negative = inhibition, hits mostly inhibitors; note: potency is the fitted concentration of half-maximal effect; % is set by controls: 0 for no effect and ±100 for the full control effect; nearly all actives have a fitted effect of over 55% in size
Target sequence (P16050 whole entry, looked up): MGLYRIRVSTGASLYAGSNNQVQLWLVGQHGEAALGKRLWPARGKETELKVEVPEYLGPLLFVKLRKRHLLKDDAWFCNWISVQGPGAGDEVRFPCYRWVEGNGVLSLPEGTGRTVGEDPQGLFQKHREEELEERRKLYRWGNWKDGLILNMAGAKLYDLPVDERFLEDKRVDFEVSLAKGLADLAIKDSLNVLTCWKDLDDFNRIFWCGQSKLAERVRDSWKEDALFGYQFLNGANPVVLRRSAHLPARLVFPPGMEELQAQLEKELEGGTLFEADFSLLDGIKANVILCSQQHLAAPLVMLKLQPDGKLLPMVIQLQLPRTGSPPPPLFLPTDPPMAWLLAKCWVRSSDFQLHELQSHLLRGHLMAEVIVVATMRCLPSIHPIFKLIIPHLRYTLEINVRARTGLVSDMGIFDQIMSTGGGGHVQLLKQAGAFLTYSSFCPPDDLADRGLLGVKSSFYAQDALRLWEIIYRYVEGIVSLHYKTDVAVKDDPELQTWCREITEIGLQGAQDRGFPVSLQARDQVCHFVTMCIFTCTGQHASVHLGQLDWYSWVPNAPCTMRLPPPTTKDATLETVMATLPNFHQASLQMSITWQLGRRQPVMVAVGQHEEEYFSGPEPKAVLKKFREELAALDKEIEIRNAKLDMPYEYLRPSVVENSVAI
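Quantitative HTS in 25 mM Hepes pH 7.5 containing 0.01% Triton X-100: human 15hLO-1 at 40 nM, arachidonic acid at 50 uM, 6 min turnover. Product quantified via ferrous oxidation/xylenol orange, 573:405 nm absorbance ratio.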
HADH2 inh: blocks human hydroxyacyl-CoA dehydrogenase type II; recombinant HADH2, NADH fluorescence, beta-hydroxybutyryl-CoA; AID 886; 73,000 compounds, 3.4% hits; Q99714; Potency, µM (series often up to 57.1 µM), for inactives: at the top dose activity change, negative = inhibition, hits mostly inhibitors; note: potency is the fitted concentration of half-maximal effect; % is set by controls: 0 for no effect and ±100 for the full control effect; nearly all actives have a fitted effect of over 60% in size; many of its hits are not listed in these tables
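NADH fluorescence (ex 360/em 450 nm) read every 30 s for 4 min; activity taken as last-minus-first time point difference. Enzyme 20 nM, NAD+ 1 mM, beta-hydroxybutyryl-CoA 90 uM, pH 9.0 Tris buffer.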
BRCT PPI red: inhibitors of human BRCA1 BRCT-phosphoprotein interaction (red fluorophore). P38398. Potency, µM (series often up to 76.9 µM), for the others: top-dose activity change, negative = inhibition, usual class: inhibitors. 75,000 compounds, 0.03% hits. BRCT-phosphopeptide binding, red fluorescence polarization; note: % is set by controls: 0 for no effect and ±100 for the full control effect
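Rhodamine-labelled pBACH1 10-mer (100 nM) bound to BRCT domain (100 nM) at pH 7.3; compounds incubated 12 min room temperature, polarization read. Free peptide defines full inhibition; unlabelled decapeptide titrated as control.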
HEK293 cAMP ctrl: parental HEK293 cAMP activation (counter-screen) | 73,000 compounds, 2.5% hits | AID 938 | parental HEK293 CNG cAMP sensor, membrane potential fluorescence | Potency, µM (highest dose often 57.1 µM), for the others: at the top dose activation, usual class: activators; note: potency is the fitted concentration of half-maximal effect; % of control where 0% means no effect; nearly all actives have a fitted effect of over 55% in size
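Counterscreen for endogenous-receptor signalling: CNG-channel HEK 293 cells report cAMP rise by membrane depolarization. After 60 min dye equilibration with 100 uM RO 20-1724, compounds incubated 30 min before bottom-read fluorescence at 590 nm.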
USP2a inhib: inhibitors of human ubiquitin-specific protease USP2a. O75604. USP2a enzymatic assay, qHTS inhibition. Potency, µM (titrated, usually from 38.3 µM), without a hit: top-dose activity change, negative = inhibition, actives largely listed as inhibitors. 60,000 compounds, 0.1% hits;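 note: potency is the fitted concentration of half-maximal effect; nearly all actives have a fitted effect of over 60% in size; plate controls were DMSO for no effect and NEM full inhibition control for full effect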
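Coupled readout: USP2-cleaved Ub-PLA2 (20nM final) turns over NBD C6-HPC (20uM final), Ex 460nm/Em 535nm after 2.5 h, time-zero read flagging artifacts. Enzyme (20nM final, pH 8.0 Tris) given 30 min RT with compound first; NEM defines full inhibition.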
Pol III holo inh: blocks replication by bacterial DNA polymerase III holoenzyme; reconstituted DNA polymerase III holoenzyme replication, biochemical; Potency, µM (highest dose often 57.1 µM), for the others: at the top dose activity change, negative = inhibition; 71,000 compounds, 0.25% hits; AID 603; note: potency is the fitted concentration of half-maximal effect; % is set by controls: 0 for no effect and ±100 for the full control effect
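Reconstituted *E. coli* holoenzyme (0.35 nM Pol III, 1 nM beta, 154 nM SSB, 2 nM primase) was preincubated with compound for 15 min at RT. Synthesis on 1.4 nM ssM13Gori ran 35 min, then was stopped with PicoGreen/EDTA and read as dsDNA fluorescence.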
* hit, by the source's call; i = inactive; u = inconclusive; x = no result given; & = joins results of further samples; [ ] = remark or other dose. Unless noted, calls come from the whole dose curve; as a rule, active = well fitted curve in the direction sought with a large enough effect; inconclusive = small, poorly fitted or top-dose-only effect, or another doubt; inactive = no such curve, though single readings can be large; an effect the other way counts as inactive or inconclusive. Only part of the results is shown (hit frequency here may not be typical).

SMILES	Caspase-1 inhib	Casp7 inh	Rhodamine autofl	BRCT inh green	Tau filament bind	ALOX15 inhib	HADH2 inh	BRCT PPI red	HEK293 cAMP ctrl	USP2a inhib	Pol III holo inh
Cn1c(C2CCCN2C(=O)OC(C)(C)C)n[nH]c1=S (stereo not drawn)	0%	0%	i	-1.7%	2%	-1%	-25%	1.9%	-2%	6%	0%
Cc1nn(CC(=O)NCc2ccccc2)c(=O)c2ccccc12	-2%	0%	i	-2.4%	-1%	-5%	9%	-2.1%	2%	15%	10%
CCc1ccc(-c2nc(CSCC(=O)N3CCN(c4ncccn4)CC3)c(C)o2)cc1	-1%	-3%	x	-0.3%	7%	7%	-5%	-0.7%	13%	x	-5%
C/C(=C1/SC(N2CC(C)OC(C)C2)=NC1=O)c1ccccc1 (stereo not drawn)	0%	0%	i	-0.4%	0%	-1%	9%	-0.2%	3%	11%	-2%
Cc1cc(S(=O)(=O)Nc2ccccc2C(=O)O)ccc1F	-2%	-2%	x	-2.0%	x	-1%	u	-0.8%	1%	x	x
CCOC(=O)C1CCCN(Cc2c(Cl)cccc2Cl)C1 (stereo not drawn)	-1%	-1%	i	0.4%	-6%	-13%	1%	1.3%	13%	-2%	1%
CCOc1cc(C(=O)NCC(C)CN(C)C)cc(OCC)c1OCC (stereo not drawn)	1%	-3%	i	-0.9%	-5%	2%	9%	0.0%	0%	-2%	-8%
CCOC(=O)[C@@]12C[C@@H]1/C(=N/O)c1ccccc1O2	-1%&0%	1%&-1%	i	-2.6%&-2.4%	u	-13%[25.6 µM]	1%&-9%	1.0%&-0.9%	u	-2%	-3%&0%
CCC/C(O)=C1\C(=O)CC(C)(C)CC1=NCCO	-1%	-2%	x	-4.4%	-4%	6%	4%	0.4%	1%	6%	-1%
CN(C)c1ccc(N/C=C/C(=O)c2ccccc2)cc1	-6%	-4%	i	5.8%	16µM*	u	-6%	-1.1%	-8%	9%	-4%
O=C(O)CCCNS(=O)(=O)c1cccs1	-2%	-1%	i	-4.5%	-1%	2%	1%	-0.1%	u	-9%	-1%
COc1ccccc1-c1nnn(CC#N)n1	-1%	1%	i	-1.6%	-12%	0%	-2%	-0.4%	8%	-2%	1%
Nc1ncnc2nc(Sc3ccc(Cl)cc3)[nH]c12	-1%	0%	i	-4.5%	-3%	10%	-8%	-0.1%	7%	3%	-4%
CC(=O)OC(C(=O)NCc1ccc2c(c1)OCO2)c1ccccc1Cl (stereo not drawn)	1%	-1%	i	0.1%	-2%	6%	5%	0.3%	20%	3%	-3%
NS(=O)(=O)c1ccc(CCNC(=O)c2ccccc2F)cc1	-1%	0%	i	-3.3%	-4%	15%	-6%	0.3%	-2%	-2%	0%
COc1cccc(C2=NOC(C(=O)NC(C)(C)C)C2)c1 (stereo not drawn)	0%	-7%	i	-0.8%	0%	-2%	0%	-1.4%	19%	-2%	2%
CCOC(=O)CSc1nc2sc(C(=O)O)c(C)c2c(=O)[nH]1	-3%	1%	x	-0.1%	-6%	2%	-23%	-0.8%	u	x	-12%
OC1(C(O)(c2ccc(-c3ccccc3)cc2)c2ccc(-c3ccccc3)cc2)CCCCC1	-1%[11.5 µM]	-3%[11.5 µM]	i	-0.3%[15.4 µM]	1%[11.4 µM]	14%[11.4 µM]	-2%[11.4 µM]	-0.9%[15.4 µM]	2%[11.4 µM]	x	6%[11.4 µM]
Clc1cccc2sc(N3CCCCC3)nc12	-2%	-21%	i	0.3%	1%	-5%	7%	-1.1%	21%	-9%	-9%
Cc1cc(C(=O)NC2=NCCS2)cs1	-2%	1%	i	-0.7%	12%	0%	-4%	-1.7%	4%	-8%	-2%
Cc1cc(=O)[nH]c(/N=C(\N)Nc2cccc3ccccc23)n1	4%	0%	i	-1.4%	-2%	-5%	5%	-0.4%	4%	u	1%
Clc1ccccc1OCc1nnc(-c2ccccc2Br)o1	-10%	-4%	i	2.2%	5%	-6%	5%	-2.0%	16%	11%	0%
Cc1cc(C)c2c3c(sc2n1)C1(CCSCC1)C(C#N)=C(N)O3	-3%	-14%	i	3.0%	69%	-30%	14%	-0.4%	26%	3%	-1%
Cc1ccc(S(=O)(=O)N(C)c2ccc(C(=O)N3CCC(C(N)=O)CC3)cc2)cc1	1%	0%	i	-1.5%	-4%	-1%	-1%	-2.5%	2%	1%	-6%
Nc1nc2n(n1)C(c1c(F)cccc1Cl)CC(c1ccc(F)cc1)N2 (stereo not drawn)	-2%	-2%	x	1.3%	-6%	12%	-1%	-0.5%	22%	x	-2%
COC(=O)c1ccccc1Nc1cc(C)nc2nc(C)nn12	0%	1%	x	2.9%	20%	1%	-3%	-3.5%	6%	x	-4%
CNC(=O)CSc1nnc(CCc2ccccc2)n1-c1ccccc1	1%	0%	i	0.0%	2%	3%	2%	1.7%	7%	7%	4%
CC(=O)OC1CCC2(C)C(=CC=C3C2CCC2(C)C3CCC2C(C)/C=C/C(C)C(C)C)C1(C)C (stereo not drawn)	0%	2%	x	-0.5%[3.08 µM]	x	2%	x	0.8%	x	-5%	x
CCN1C(=O)C2(/C(=C(\O)c3ccc4c(c3)OCCO4)C(=O)C(=O)N2CCCOC)c2ccccc21 (stereo not drawn)	0%	0%	i	0.7%	-2%	4%	-9%	-0.4%	5%	-2%	-3%
O=C(O)CC[C@]1(C(=O)O)CCC(=O)c2ccccc21	-2%[11.5 µM]	0%[11.5 µM]	i	0.6%[15.4 µM]	-3%[11.4 µM]	-3%[11.4 µM]	3%[11.4 µM]	1.9%[15.4 µM]	10%[11.4 µM]	x	-1%[11.4 µM]
CCOc1cc(C(=O)Nc2cc(C)ccn2)cc(OCC)c1OCC	4%	1%	i	-2.8%	9%	-3%	7%	-0.2%	8%	6%	-3%
COc1cc(C(=O)N2CCC(c3nc(-c4cccnc4)no3)CC2)cc(OC)c1OC	-1%	-1%	i	0.1%	4%	-8%	3%	-0.7%	2%	11%	-3%
CN(c1cc(=O)n2ccccc2n1)C1CCCCC1	1%	10%	i	-1.5%	20%	-1%	1%	0.7%	19%	-1%	0%
O=C1CC[C@@]23/C=C/C(=O)NCCCCNCCCNC(=O)/C=C/c4ccc(c2c4)OC3C1 (stereo partly drawn)	-2%	-3%	x	-2.3%[3.08 µM]	x	-2%	x	0.9%	x	6%	x
COC(=O)c1ccccc1NC(=O)C1CCCN(S(C)(=O)=O)C1 (stereo not drawn)	-1%	-2%	i	-0.7%	9%	8%	1%	-1.2%	0%	3%	-4%
CCCCc1n[nH]c2c1/C(=N/O)CC(c1ccccc1)C2 (stereo not drawn)	-1%	1%	i	-1.7%	32%	-5%	-4%	-2.3%	2%	-23%	-5%
O=C(Cc1ccccc1)Nc1ccc(C(=O)O)cc1	2%	1%	i	-2.1%	-1%	1%	3%	-1.1%	4%	-2%	-3%
Cc1cc(C)nc(Nc2n[nH]c(Cc3ccccc3)n2)n1	-1%	0%	i	0.5%	-8%	11%	9%	1.0%	0%	10%	-1%
COc1ccc(C(=O)Nc2c(N)nc(SCC(=O)N3CCCCCC3)[nH]c2=O)cc1OC	1%	1%	x	2.6%	101%	-10%	-3%	-2.4%	12%	x	-1%
Cc1cc(NC(=O)c2oc3ccccc3c2C)ccc1-n1cnnn1	-1%	-1%	i	1.7%	73%	-9%	30%[activator]	-0.7%	28%	246%[activator]	5%
COCCCNC(=O)CCn1c(=O)c2ccccc2n(CC(=O)Nc2cc(Cl)ccc2C)c1=O	1%	-1%	i	-1.3%	-5%	-1%	8%	-1.2%	20%	3%	-5%
COc1ccc(C2C(C(N)=O)=C(C)Nc3ncnn32)cc1 (stereo not drawn)	2%	0%	i	-2.3%	-12%	1%	4%	0.8%	0%	6%	3%
COc1ccc(Cc2nc(-c3ccc(-n4cccc4)cc3)no2)cc1OC	-6%	-4%	x	1.9%	i	-15%	u	0.4%	u	x	11%
CCC1(CC)NC(=O)N(CC(=O)OCC(=O)Nc2cc(C)ccc2C)C1=O	-1%	0%	i	-2.0%	-17%	-2%	7%	0.6%	8%	2%	2%
O=C(Cc1cccs1)Nc1ccc(N2CCOCC2)cc1	4%	-7%	x	-1.0%	-10%	-15%	-3%	1.1%	-6%	16%	-7%

High-throughput results: PubChem BioAssay, National Center for Advancing Translational Sciences (NCATS)
